# p53ts 39C kill = qHTS Screen for Compounds that Selectively Target Cancer Cells with p53 Mutations: Cytotoxicity of p53ts Cells at the Nonpermissive Temperature; Potency, µM (highest dose often 46.1 µM), without a hit: at the top dose activity change, negative = cell killing, hits mostly cytotoxic; AID 902, 2007; 1.5% of 130,000 active; H1299-p53A138V viability at 39C, ATP luminescence, 24 h; note: nearly all actives have a fitted effect of over 55% in size
# Peg3 imprint = qHTS Assay for Compounds that Induce Erasure of Genomic Imprints; mouse ES Peg3-LacZ reporter, beta-gal luminescence, 40 h; AID 1948, 2009; 0.02% of 110,000 active; Potency, µM (top dose mostly 60.7 µM), inactives show at the highest dose activity change, positive = activation, actives largely listed as activators;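 note: 0% = negative control wells on the plate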
#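 Imprint erasure is scored as LacZ activity from the silenced maternal Peg3 allele in feeder-free female ES cells cultured 40 h with LIF. Luminescence is normalized to in-plate negative controls and fitted to the Hill equation.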
# IkB sig inh = IkB Signaling | ABC-DLBCL IkBa-CBG/CBR dual luciferase ratio, 4 h; response scale: scaled: untreated 0%, proteasome inhibitor 100% | Potency, µM (top dose mostly 57.1 µM), inactives show at the highest dose IkBa stabilization activation | 0.04% of 110,000 active | AID 445, 2006; active = well fitted curve in the direction sought with a large enough effect in the signal ratio, not every such curve was filed as active; inconclusive = small, poorly fitted or top-dose-only effect, or a change in a side signal; the % refers to the signal ratio;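 note: the direction sought is a rising ratio; 0% = basal untreated cells and 100% = reference inhibitor full response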
#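 Curves were fitted separately to fusion (green), unfused (red) and ratio luminescence, then classed by r2, magnitude and activity. Cells: OCI-Ly3, 4 h compound plus doxycycline at 37C; 10 uM MG-132 defined full response.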
# p53ts 32C kill = qHTS Screen for Compounds that Selectively Target Cancer Cells with p53 Mutations: Cytotoxicity of p53ts Cells at the Permissive Temperature. 0.93% of 130,000 active. H1299-p53A138V at 32C, ATP luminescence viability, 24 h. Potency, µM (doses to about 46.1 µM), for inactives: at the highest dose activity change, negative = cytotoxicity, usual class: cytotoxic;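 note: 0% = DMSO and -100% = full killing by reference compound; nearly all actives have a fitted effect of over 55% in size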
#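 ATP-content luminescence (ATPlite) read-out after 24 h compound exposure at 32C in H1299-p53A138V cells (600/well). Tested up to 46 uM. Normalized to DMSO (0%) and 100 uM tamoxifen (100% killing); Hill-fit AC50.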
# Active calls of the source: *; ? = inconclusive; · = not tested or not shown; [ ] = dose if it differs, or a comment. Unless noted, calls come from the whole dose curve; as a rule, active = well fitted curve in the direction sought with a large enough effect; inconclusive = small, poorly fitted or top-dose-only effect, or another doubt; inactive = no such curve, though single readings can be large; an effect the other way counts as inactive or inconclusive. Unless noted, % is set by controls: 0 for no effect and ±100 for the full control effect; potency is the fitted concentration of half-maximal effect.
Compound,p53ts 39C kill,Peg3 imprint,IkB sig inh,p53ts 32C kill
CCn1c(COc2ccc(C)cc2)nnc1SCC(=O)C(C)(C)C,-1.4%,-18.8%,2.9%,-3.5%
CCCN(CCC)C(=O)SCC,7.8%,2.9%,2.3%,-14.4%[1.84 µM]
COc1cccc(NC(=O)CCc2nc(-c3ccc(C(C)(C)C)cc3)no2)c1,-20.5%,16.9%[10.9 µM],?,-15.0%
Cc1cccc(NC(=O)c2c(N)sc3c2CCC(C)C3)c1 (stereo unspecified),-8.1%,-7.4%[10.9 µM],?,-5.8%
O=[N+]([O-])c1ccc(S(=O)(=O)Cc2ccccc2)c([N+](=O)[O-])c1,1.6%[9.22 µM],-40.6%[inhibitor][10.9 µM],?,-11.1%[9.22 µM]
CC(=O)OC1CC(OC(C)=O)[C@]2(C)C(CC(OC(C)=O)[C@]3(C)C2CC[C@@]2(C)C(c4ccoc4)OC(=O)C4O[C@]432)C1(C)C (stereo partly specified),-1.2%,-6.7%,·,16.0%
CCCC1(C(=O)OC)NC(c2cccc(F)c2)C2C(=O)N(CC)C(=O)C21 (stereo unspecified),-2.3%,5.6%,0.3%,-2.8%
O=C(NCC(c1ccc2c(c1)OCO2)N1CCN(c2ccc(F)cc2)CC1)c1cccc([N+](=O)[O-])c1 (stereo unspecified),-8.7%,-14.2%[10.9 µM],?,3.4%
CN1c2ccccc2N(C)C1c1c(O)ccc2ccccc12,13.7%,·,·,6.2%
CCOC(=O)N1CCc2c(sc(NCc3cccc(F)c3)c2C(=O)Nc2ccccc2OCC)C1,6.5%,-16.6%[10.9 µM],?,19.6%
COc1ccc(-n2c(/C=C/c3cccc4ccccc34)nc3ccccc3c2=O)cc1OC,?,-9.4%[10.9 µM],?,18.2%
CC(=O)c1cc(-c2ccccc2)n(CC(=O)NC2CCCCCC2)c1C,46.1%[activator],-4.7%[10.9 µM],-0.9%,0.8%
COc1ccc(CN2CCN(C(=O)c3ccco3)CC2)cc1OCc1ccccc1,-4.3%,-12.4%,0.9%,5.4%
Cc1cc(NC(=O)CSc2ncc(C(=O)Nc3ccccc3)c(=O)n2C)no1,-13.9%,2.2%[10.9 µM],?,4.6%
COc1ccccc1CNc1nc(-c2ccc3c(c2)OCO3)nc2ccccc12,-7.4%,?,6.2%[11.4 µM],22.9%
O=C(Nc1ccccc1C(F)(F)F)c1noc2c1CCCC2,-8.9%,6.4%[10.9 µM],4.3%,-12.1%
CCCCOC(=O)c1ccc(NC(=O)c2cc(-c3ccccc3)on2)cc1,20.4%,-4.7%[10.9 µM],?,-2.8%
O=C(CC1Nc2ccccc2NC1=O)NCCCN1CCCCCC1 (stereo unspecified),-4.8%,-1.6%,-2.2%,-11.5%
CCC(=O)CC(NC(=O)OC)c1ccccc1 (stereo unspecified),15.3%[9.22 µM],·,·,-2.4%[9.22 µM]
COC(=O)N1CCCc2cc(S(=O)(=O)NCc3ccccc3)ccc21,9.2%,-5.4%[10.9 µM],-0.7%,-1.9%
Cc1cccc(OCC(=O)NC(Cc2c[nH]c3ccccc23)C(=O)O)c1C (stereo unspecified),4.8%,8.2%[10.9 µM],?,-2.5%
O=C(CSc1n[nH]c(=O)n1C1CC1)Nc1cc(Cl)ccc1Oc1ccccc1,?,-12.4%,?,?
CC(=O)c1ccc(N2CCN(S(=O)(=O)c3c(C)nc4sc(C)cn4c3=O)CC2)cc1,-18.2%,-13.3%[10.9 µM],-2.0%,-3.2%
CCc1ccc(-c2nc(CS(=O)CC(=O)NCCc3ccc(C)cc3)c(C)o2)cc1 (stereo unspecified),-4.4%,-8.4%[10.9 µM],-2.1%,-5.9%
O=C(CSc1nnc(CNc2ccc(F)cc2)o1)N1CCN(C(=O)c2ccco2)CC1,19.4%,-5.3%,0.4%,3.7%
Cc1cc(C)cc(NC(=O)c2oc3ccc4c(c3c2C)C(=O)CC(C)(C)O4)c1,?,-32.1%[inhibitor][10.9 µM],?,?
CCCOc1ccc(C(=O)Nc2ccc(NC(=O)c3ccccc3)c(C)c2)cc1,-7.6%,-13.6%[10.9 µM],1.7%,-12.1%
Nc1c(-c2nc(-c3cccs3)no2)nnn1-c1ccc(Cl)cc1,-4.4%,-6.6%[10.9 µM],-0.5%,-4.7%
COC(=O)c1sccc1NC(=O)c1ccc(Cl)s1,5.2%,-7.0%,0.1%,0.3%
CC(Oc1ccc2c(-c3ccccc3)cc(=O)oc2c1)C(=O)O (stereo unspecified),-3.5%,0.8%,0.5%,4.9%
CC1=C(C(=O)Nc2ccccc2)C(c2ccco2)C(C#N)=C(SCC(=O)Nc2cccc(C)c2C)N1 (stereo unspecified),1.9%,-19.7%,2.2%,8.7%
Cc1ccc(-c2nn3c(C)nnc3s2)cc1NC(=O)c1cccs1,-9.1%,-5.4%,2.0%,0.9%
CCc1nc2ccc(C(=O)NCc3ccccc3C)cc2nc1CC,-26.9%,-9.8%[10.9 µM],?,-10.1%
COc1ccc(-n2c(=O)c3c4c(sc3n3c(SC(C)C)nnc23)COC(C(C)C)C4)cc1 (stereo unspecified),3.0%,-5.9%[10.9 µM],?,6.3%
Cn1cc(C2NC(=O)c3c(sc4c3CCCC4)N2)c2ccccc21 (stereo unspecified),-10.4%,0.6%,6.3%,0.1%
CCc1c(C)nc2c(C#N)c[nH]n2c1=O,6.5%,11.5%,-1.8%,-2.0%
Cc1cccc(C)c1OCCCCc1c(C)n[nH]c1C,-0.5%,-9.2%,0.6%,-0.9%
O=C(NCc1cccs1)C(NS(=O)(=O)c1cccc2nsnc12)c1ccccc1 (stereo unspecified),-7.3%,-4.3%,0.1%,12.1%
COc1ccc(OC)c(NC(=O)CCNS(=O)(=O)c2cccs2)c1,13.9%,-9.1%,0.1%,7.4%
Clc1ccc2c(c1)C1OCCC1C(c1ccco1)N2 (stereo unspecified),10µM*,·,?,7.94µM*
COc1ccc(CNC(=O)c2ccc3c(c2)N(Cc2ccccc2)C(=O)c2ccccc2S3=O)cc1 (stereo unspecified),7.0%,-4.5%[10.9 µM],0.0%,-1.4%
CN(C)S(=O)(=O)N1CCC(c2ccc(F)cc2)C(COc2ccc3c(c2)OCO3)C1 (stereo unspecified),-2.5%,-25.5%,-6.2%,-4.5%
CCCc1oc2ccc(NS(=O)(=O)c3ccc(OC)cc3)cc2c1C(=O)OCC,?,-23.3%[10.9 µM],?,-2.4%
Cc1cccc(CC2CC(=O)N(c3ccccc3)C2=O)c1 (stereo unspecified),1.4%,-1.5%,0.7%,1.5%
COc1cc(CSc2ncc(CO)n2Cc2ccc(C)cc2)cc(OC)c1,-27.4%,-9.2%[10.9 µM],2.5%,1.1%
CC(=O)N1CCC2(CCN(Cc3cc(C(F)(F)F)cc(C(F)(F)F)c3)CC2)CC1,0.7%,·,-0.3%[11.4 µM],0.7%
Cc1ccc(N2CC(C(=O)Nc3ccc(N(C)C)cc3)CC2=O)cc1Cl (stereo unspecified),10.2%,-16.1%[10.9 µM],1.8%,-3.8%
CCCCc1cc2c(c(NC(=O)CC)n1)c(=O)oc1ccccc12,11.6%,-6.1%,0.0%,-0.8%
COC(=O)C1=CN(CC2CCCO2)C=C(C(=O)OC)C1c1cc(OC)c(OC)c(OC)c1 (stereo unspecified),-5.0%,-6.4%,0.2%,-0.7%
C/C=C\C1=C(CO)[C@H](O)[C@H]2O[C@H]2[C@H]1O,-0.3%[9.22 µM],·,·,-0.5%[9.22 µM]
Cc1ccc(N(C(=O)CNC(=O)c2ccco2)C(C(=O)NC2CCCC2)c2cccnc2)cc1C (stereo unspecified),1.0%,-4.5%,1.6%,11.9%
CCC(C)n1c(=O)c(C(=O)Nc2ccccc2S(N)(=O)=O)c(O)c2ccccc21 (stereo unspecified),-17.6%,-11.9%,?,27.7%
Cc1ccc2[nH]c(=O)c(N3CCOCC3)c(-c3ccccc3)c2c1,1.1%,-6.2%,-2.2%,9.7%
CCc1nc2ccccc2n1CC(O)COc1ccc(NC(C)=O)cc1 (stereo unspecified),7.1%,·,·,-14.1%
Cc1ccc(C(=O)N2CCN(c3ccc(F)cc3)CC2)cc1NC(=O)c1nsc2ccccc12,7.1%,-18.3%[10.9 µM],?,-2.5%
COc1ccc(Cn2c3nc4ccccc4nc3c3c(=O)n(Cc4ccco4)c(C)nc32)cc1,-16.0%,-32.1%[inhibitor],17.7%,-10.5%
CC1CN(C(=O)c2cc3cc(Cl)cc(Cl)c3oc2=O)CC(C)O1 (stereo unspecified),2.7%,-4.8%,0.1%,3.4%
CCOC(=O)C1=C(N)Oc2ccc(Br)cc2[C@@H]1[C@@H](C#N)C(=O)OCC,91.1%[activator],-12.3%,-0.2%,?
O=C1C(=O)N(CCN2CCCCC2)c2ccccc21,15.9%,·,·,7.5%
COc1ccc2sc(N(Cc3cccnc3)C(=O)CCc3ccccc3)nc2c1,-4.3%,5.9%[10.9 µM],?,-4.0%

# The last two compounds of the part before are carried over, then new ones follow.
Compound,p53ts 39C kill,Peg3 imprint,IkB sig inh,p53ts 32C kill
O=C1C(=O)N(CCN2CCCCC2)c2ccccc21,15.9%,·,·,7.5%
COc1ccc2sc(N(Cc3cccnc3)C(=O)CCc3ccccc3)nc2c1,-4.3%,5.9%[10.9 µM],?,-4.0%
COC(=O)c1ccc(CSc2nc3c(cnn3-c3ccc(Cl)cc3)c(=O)[nH]2)o1,-6.9%,-1.9%,-1.4%,14.3%
COC(=O)NCC(C)OC(=O)Nc1cccc(Cl)c1 (stereo unspecified),2.1%,-27.6%,-2.4%,-10.5%
Cc1ccc(S(=O)(=O)N2CCOCC2)cc1C(=O)N1C(=O)c2cccc(N)c2C1=O,6.1%,4.3%,-0.3%,8.4%
CC(C)(C)c1ccc(-c2nnc3sc(-c4ccccn4)nn23)cc1,-8.6%,-16.9%,?,-12.2%
O=C(CSc1nc2ccccc2c(=O)[nH]1)N1CCCCC1,-5.6%,-9.7%,-0.6%,-4.4%
Cc1nc2ccc(S(=O)(=O)NC(C(=O)NCc3ccc(Cl)cc3)C(C)C)cc2s1 (stereo unspecified),-10.9%,-7.1%[10.9 µM],-1.0%,9.8%
COc1ccc(N2C(=O)CCC2=O)cc1,-1.4%,7.0%,-1.3%,-4.0%
CCCS(=O)(=O)c1c(S(=O)(=O)CCC)c2cc(C(C)(C)C)ccn2c1C(=O)c1ccccc1,15.5%,-12.8%[10.9 µM],?,13.9%
FC(F)(F)c1ccc(CN2C[C@@H]3C(c4ccccc4)C4(c5cccnc5)CC3(C4)[C@H]2c2ccccc2)cc1 (stereo partly specified),-11.3%,-13.0%,·,10.8%
O=C(Cn1c(=O)nc(-c2ccccc2)c2ccccc21)N1CCN(c2ccc(F)cc2)CC1,-14.3%,12.6%[10.9 µM],?,4.1%
CCN1C(=O)c2ccccc2S(=O)(=O)c2ccc(C(=O)NCc3ccccc3OC)cc21,-17.0%,-9.0%[10.9 µM],-1.4%,2.1%
COc1ccc2[nH]c(=O)c(CN(C(=O)C3CCCO3)c3cccc(C)c3)cc2c1 (stereo unspecified),12.9%,-0.4%,0.8%,2.1%
Cc1ccccc1N1C(=O)C2C3C=CC(C2C1=O)N(C)C3=O (stereo unspecified),13.1%,·,·,13.8%
Cc1ccc(Cn2cnc3sc4c(c3c2=O)CCC4)c(C)c1,9.5%,·,·,9.1%
O=C1C=C[C@@H](O)[C@H]2[C@@H]3C(=O)N(C4CCCCC4)C(=O)[C@@H]3CC[C@H]12,-9.2%[9.22 µM],·,·,-4.1%[9.22 µM]
Cc1cc(C(=O)OCC(=O)N2C(C)CCCC2C)c(C)o1 (stereo unspecified),12.3%,-4.6%,-0.2%,-2.3%
CCCCOc1ccc(/C(O)=C2/C(=O)C(=O)N(CCCOC)C2c2ccncc2)cc1 (stereo unspecified),1.7%,-2.2%,4.2%,-1.1%

# Source: PubChem
